14-3-3 Bad PPI – disrupts binding of bovine 14-3-3 zeta to phospho-Bad peptide. P63103. TR-FRET 14-3-3zeta/Dy647-pBad peptide displacement, 1 h. inhibition, % at 21.7 µM. 220,000 compounds, 0.71% hits. AID 781;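 active = inhibition above about 70%, limit read from the data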;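 also: 0% = full 14-3-3 plus peptide FRET controls and 100% = background without 14-3-3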
Target sequence (P63103 whole entry, looked up): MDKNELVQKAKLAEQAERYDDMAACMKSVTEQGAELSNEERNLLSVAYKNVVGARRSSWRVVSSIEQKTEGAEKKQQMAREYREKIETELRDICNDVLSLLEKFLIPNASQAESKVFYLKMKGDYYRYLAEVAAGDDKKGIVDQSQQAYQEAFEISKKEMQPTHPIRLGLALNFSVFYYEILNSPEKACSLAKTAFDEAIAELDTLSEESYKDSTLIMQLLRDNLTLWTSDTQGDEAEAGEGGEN
Cl transport mod – modulates chloride dependent transport by human KCC2; Q9H2X9; KCC2 cells, thallium flux FluoZin-2 fluorescence; B-score of Tl+ flux slope (higher = more flux/activation; lower = inhibition) at 10 µM; 190,000 compounds, 2.2% hits; AID 1456;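 active = thallium flux slope and its plate-corrected score both differing from the plate sample mean at a set confidence after two filtering rounds, in either direction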;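 also: slope of fluorescence scaled to starting intensity during 10 to 20 s after thallium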
KLK5 inh – blocks human kallikrein 5 protease activity; recombinant hK5, fluorogenic AMC substrate cleavage; inhibition, % at 5 µM; 210,000 compounds, 0.59% hits; AID 873;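 active = inhibition of 40% or more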;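 also: 0% = enzyme controls without compound and 100% = no-enzyme blanks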
Target sequence (Q9Y337 67-293 limits assumed): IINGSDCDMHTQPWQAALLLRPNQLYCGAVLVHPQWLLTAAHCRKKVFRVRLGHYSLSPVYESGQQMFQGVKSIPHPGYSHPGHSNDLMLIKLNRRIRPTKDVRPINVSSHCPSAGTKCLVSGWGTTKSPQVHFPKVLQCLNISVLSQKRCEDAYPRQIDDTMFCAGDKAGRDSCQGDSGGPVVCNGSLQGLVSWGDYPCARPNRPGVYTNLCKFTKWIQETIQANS
eIF4E 4G PPI – inhibitors of eIF4E and eIF4G interaction in translation initiation | TR-FRET eIF4E-eIF4GI(517-606) binding, 2 h | inhibition, % at 21.7 µM | 220,000 compounds, 0.37% hits;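 also: 0% = full FRET control wells and 100% = background wells lacking eIF4GI fragment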
Rad51 HR inh – blocks human Rad51 in homologous recombination | hRad51 DNA strand exchange, fluorescence dequenching | AID 1385 | inhibition, % at 10 µM | Q06609 | 200,000 compounds, 0.085% hits;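 active = inhibition above 40% at the single screening dose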;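 also: 0% = DMSO control wells and 100% = blanks with heterologous ssDNA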
Target sequence (Q06609 whole entry, looked up): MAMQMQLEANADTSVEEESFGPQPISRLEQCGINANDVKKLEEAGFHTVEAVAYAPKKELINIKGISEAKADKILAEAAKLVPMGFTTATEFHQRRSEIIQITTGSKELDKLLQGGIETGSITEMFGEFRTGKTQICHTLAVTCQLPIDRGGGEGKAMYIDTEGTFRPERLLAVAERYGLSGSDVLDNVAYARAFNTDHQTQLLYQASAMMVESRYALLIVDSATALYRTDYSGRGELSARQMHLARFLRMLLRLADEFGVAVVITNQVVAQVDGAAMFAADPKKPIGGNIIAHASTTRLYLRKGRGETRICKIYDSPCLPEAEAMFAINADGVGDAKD
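System: human Rad51 nucleoprotein filaments preassembled on unlabelled ssDNA. Reagent: labelled 47-mer dsDNA for strand exchange. Schedule: 30-min compound preincubation and 15-min exchange, both room temperature. Measured by: FRET fluorescence dequenching, excitation 485 nm, emission 520 nm. Read-out: Fluorescence-based percent inhibition, control- and blank-normalised. Benchmarks: plate controls and plate blanks.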
EBV gp42 block – EBV gp42 inhibition | inhibition, % (tested at 21.74 µM) | Fluorescence polarization binding assay, mP read-out | 220,000 compounds, 0.42% hits | Q1HVG2; in the data active = inhibition above about 50%
Target sequence (Q1HVG2 whole entry, looked up): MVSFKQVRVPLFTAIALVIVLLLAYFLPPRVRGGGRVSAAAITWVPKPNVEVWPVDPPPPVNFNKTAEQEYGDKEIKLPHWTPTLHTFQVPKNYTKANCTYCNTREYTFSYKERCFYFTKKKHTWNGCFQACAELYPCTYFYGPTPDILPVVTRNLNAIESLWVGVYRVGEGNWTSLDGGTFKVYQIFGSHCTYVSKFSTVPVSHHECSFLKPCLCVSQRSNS
p47phox inh – blocks human p47phox regulatory protein of NADPH oxidases | P14598 | p47phox/p22phox peptide binding, fluorescence polarization, 2 h | inhibition, % at 24.7 µM | 220,000 compounds, 0.53% hits | AID 1274;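 also: 0% = p47phox with labelled peptide and 100% = labelled peptide alone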
Thrombin inh – thrombin (human) inhibition. inhibition, % at 5 µM. alpha-thrombin, Boc-VPR-AMC fluorogenic substrate cleavage. 220,000 compounds, 0.26% hits. P00734;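 active = inhibition at or above 40%; inactive = inhibition below 40%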;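 also: 0% = enzyme with no compound and 100% = wells without enzyme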
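Test system: human alpha-thrombin protein / Dosing: one concentration per compound, 5 µM, with 0.2% DMSO / Medium: pH 7.5 Tris-saline with Tween 20 / Benchmarks: no-compound enzyme wells and no-enzyme blanks / Read-out basis: percent inhibition of thrombin substrate cleavage / Timing: reaction at room temperature / Measured by: fluorescence, ex 355 nm, em 460 nm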
Furin inhibitor – human furin inhibition; purified furin, fluorogenic substrate cleavage; inhibition, % at 30 µM; 220,000 compounds, 0.061% hits; in the data active = inhibition above about 25%; also: inactives centre near -15
* hit, by the source's call; . = not tested or not shown; [ ] = remark or other dose.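 The calls were made as follows, unless noted: active = inhibition above about 30% (limit read from the data); inactive = the rest.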

item	Compound	14-3-3 Bad PPI	Cl transport mod	KLK5 inh	eIF4E 4G PPI	Rad51 HR inh	EBV gp42 block	p47phox inh	Thrombin inh	Furin inhibitor
1	Cc1[nH]n(C(N)=S)c(=O)c1N=Nc1ccc(S(=O)(=O)N2CCCC2)cc1	-3[fluorescence artefact?]	-0.9	-9	-4	8	-14	-16	4	-18[20 µM]
2	CN(C)/N=C/c1ccc(/C=N/NC(N)=S)o1	-6	0.84	6	-1	-10	-17	-5	2	-20
3	O=C(CNc1ccccc1)Nc1ccc(F)cc1	-12	-0.76	9	3	-5	-7	-6	8	-6[20 µM]
4	CCOC(=O)c1cc(C)sc1/N=C/C1C(=O)CC(C)(C)CC1=O	5	0.29	-15	-2	-10	4	-9	-2	26*
5	Cc1ccc(N(CC(=O)NC(C)(C)C)C(=O)CNC(=O)c2cccs2)cc1C	-7	1.5	2	3	-3	-3	-12	-9	-28
6	Cc1[nH]n(-c2ccc([N+](=O)[O-])cc2)c(=O)c1C=NCCN1CCN(C(=O)c2ccccc2F)CC1	0	-1.2	-2	10[fluorescence artefact?]	-10	-17	-16	5	-3[20 µM]
7	COc1cc(NC(=O)COc2cccc(OC)c2)cc(OC)c1	-14	.	0	0	-1	2	-4	-5	-20
8	CN(C(=O)/C=C/c1ccccc1)C1CCS(=O)(=O)C1 (centres undefined)	11	0.11	-3	-1[fluorescence artefact?]	2	0	13	-3	-7
9	Cc1occc1C(=O)NCc1ccccn1	-1	-0.75	-2	3	8	6	-5	2	-10[20 µM]
10	CC1(C)COC(/C=C/c2cccc([N+](=O)[O-])c2)=N1	-3	0.85	9	0	7	0	-4	4	-12
11	CCNc1nc(NC(C)(C)C)nc(SC(C(C)=O)C(C)=O)n1	-4	0.31	-32	-5	-2	-13	-8	1	-24
12	NC(=O)COC(=O)CC12CC3CC(CC(C3)C1)C2	-16	0.39	-2	2	3	0	-3	0	-18
13	COc1ccc(S(=O)(=O)N(C)C)cc1NC(=O)[C@H](Cc1ccccc1)N1C(=O)c2ccccc2C1=O	3[fluorescence artefact?]	-0.047	-7	-1[fluorescence artefact?]	1	-25	-8	-10	-14
14	CCN(C(C)=O)c1cccc2ccccc12	3	.	-9	10	10	0	-15	-2	-16[20 µM]
15	CCOC(=O)Cc1ccc(NC(=O)c2ccccc2Br)cc1	0	0.41	-21	-4	-4	5	9	-4	-18
16	COc1cc(/C=N/OCC(=O)Nc2ccc(OC(F)F)cc2)ccc1OCc1ccccc1	0	-0.13	-14	-1	.	-136	-69	-2	-3
17	COc1ccc(-c2nc(CS(=O)CC(=O)NCc3ccc(Cl)cc3)c(C)o2)cc1 (centres undefined)	5	.	-3	4[fluorescence artefact?]	-4	-7	-11	5	-27
18	COc1ccc(NC2=NCC(=O)N2Cc2cccs2)cc1	75*	-0.16	12	43*	-6	-9	4	3	-10[20 µM]
19	Cc1ccc(NC(=O)CN(C)S(=O)(=O)c2cccc3cccnc23)c(C)c1	-7	0.31	0	4	13	-1	-3	2	-22
20	CC(=O)Cc1nsc(NC(=O)c2oc(-c3ccccc3Cl)cc2C)n1	-1	-0.36	1	-5	8	-14	-22	-3	-32
21	CC(C)Cc1ccc(C(C)C(=O)Nc2nccs2)cc1 (centres undefined)	-5	0.22	-29	5	-4	5	-16	-16	-12[20 µM]
22	Nc1cc(N)nc(SCC(=O)N2CCc3ccccc32)n1	-5	-0.54	-17	-8	0	-16	-8	0	-8[20 µM]
23	Cc1cc(C)cc(NC(=O)C2CCN(S(=O)(=O)c3c(C)n[nH]c3C)CC2)c1	10	.	-9	-4	2	-3	-3	0	-25
24	COc1ccc(C2C(C(C)=O)=C(O)C(=O)N2c2nccs2)c(OC)c1 (centres undefined)	0	-0.9	6	-2	8	7	1	-3	-19
25	CC1Cc2ccccc2N1C(=O)CN1C(=O)C(=O)N(Cc2ccccc2)C1=O (centres undefined)	-8	-2.4	-5	-7[fluorescence artefact?]	0	-16	-11	2	-10[20 µM]

Entries from the list above that contain a furan ring, fused or not:
item	Compound	14-3-3 Bad PPI	Cl transport mod	KLK5 inh	eIF4E 4G PPI	Rad51 HR inh	EBV gp42 block	p47phox inh	Thrombin inh	Furin inhibitor
2	CN(C)/N=C/c1ccc(/C=N/NC(N)=S)o1	-6	0.84	6	-1	-10	-17	-5	2	-20
9	Cc1occc1C(=O)NCc1ccccn1	-1	-0.75	-2	3	8	6	-5	2	-10[20 µM]
20	CC(=O)Cc1nsc(NC(=O)c2oc(-c3ccccc3Cl)cc2C)n1	-1	-0.36	1	-5	8	-14	-22	-3	-32

(next part)
item	Compound	14-3-3 Bad PPI	Cl transport mod	KLK5 inh	eIF4E 4G PPI	Rad51 HR inh	EBV gp42 block	p47phox inh	Thrombin inh	Furin inhibitor
26	CCOc1ccc(CN(C)CC(=O)Nc2ccc3c(c2)CCC3)cc1OC	-8	-0.04	-3	2	9	-10	3	-1	-28
27	O=C(NNC(=O)c1ccccc1C(=O)O)c1ccc(-c2ccccc2)cc1	-4	-2.3	-2	1	13	-2	-5	-2	-21
28	O=C(NCCCCNC(=O)c1cccs1)c1cccs1	-11	-0.4	-20	4	.	-2	8	-10	-29
29	Cc1ccc(C(=O)N2CCN(c3ccc(Cl)cc3)CC2)cc1	5	-0.01	1	3	3	1	-11	1	-16[20 µM]
30	O=C(COC(=O)C1CCC(=O)N1)Nc1ccc(Br)cc1 (centres undefined)	8	-0.31	-8	-3	-1	-3	-7	-11	-5
31	CCOC(=O)N1CCN(C(=O)c2cccc(NC3=NC4CS(=O)(=O)CC4S3)c2)CC1 (centres undefined)	68	.	-6	1	-4	0	-10	-3	-13
32	Cc1nc(C(=O)NCC(=O)c2ccccc2)c(C(F)(F)F)o1	1	0.26	-7	5	-6	-6	-7	1	-6
33	Cn1c(=O)n(C)c2cc(/C=N/NC(=O)c3cc4cc(Br)ccc4o3)ccc21	4	0.095	-3	8	23	-39	-16	-4	-1
34	COCCCNC(=S)Nc1ccc(C)cc1	-3	0.45	1	-1	.	-19	-3	-2	-25
35	CC1CN(C(=O)Nc2cccc(C(F)(F)F)c2)CC(C)O1 (centres undefined)	-6	1.7	5	4	0	-11	-5	5	-12
36	Cn1cnc([N+](=O)[O-])c1S(=O)(=O)c1cccc(Cl)c1	5	-0.42	0	0	.	4	-1	0	-1
37	CC1(C)COC(c2cccn2Cc2ccc(F)cc2Cl)=N1	12	-0.51	0	8	4	4	-11	-10	-11[20 µM]
38	CCOC(=O)c1[nH]ncc1CN1CCC(Cc2cccc(OC)c2)(C(=O)OCC)CC1	0	0.45	3	-7	0	2	11	3	-21
39	Cc1ccc(CNC(=O)Cn2c(=O)n(-c3ccccc3)c(=O)c3sccc32)cc1	-8	-1.7	-3	-3	5	-4	-5	-5	-36
40	CCC(c1nnnn1CCOC)N1CCN(Cc2ccccc2OC)CC1 (centres undefined)	88*	-0.41	13	-2	15	-1	-3	1	-8
41	Cc1ccc(CNCC(O)(c2ccccc2)c2ccc(F)cc2)cc1 (centres undefined)	8[fluorescence artefact?]	-0.01	3	-1[fluorescence artefact?]	.	-7	1	-2	-19[20 µM]
42	O=CC1=C(N2CCOCC2)/C(=C\c2ccccc2)CC1	-4	1.1	.	-1	.	0	2	0	-7
43	Cc1cc(N2C(=O)C3C4CC(C(Br)C4Br)C3C2=O)no1 (centres undefined)	-10[fluorescence artefact?]	.	-7	3[fluorescence artefact?]	17	-24	0	2	-19
44	Cn1c(SCC(=O)N2CCc3ccccc32)nnc1C1CC1	-2[fluorescence artefact?]	.	0	-4[fluorescence artefact?]	.	-8	-4	1	-26
45	CC1CCc2nc(NCCO)nc(C(F)(F)F)c2C1 (centres undefined)	-9	.	-7	-7	3	-11	-2	-6	-1[20 µM]
46	O=C(N/N=C/c1cccnc1)/C(=C\c1cccs1)NC(=O)c1ccccc1	2	-0.0042	-6	5	26	-17	-7	5	-4
47	Cc1ccc(CCNC(=O)C2CCN(S(=O)(=O)c3cccc4nonc34)CC2)cc1	-8	-0.51	-14	5	-14	-25	-27	1	-14[20 µM]
48	O=C(COc1cccnc1[N+](=O)[O-])c1ccc(Cl)s1	25	-0.7	-16	24	-18	0	-3	-1	-10
49	COc1ccc(C(=O)O/N=C(\N)Cc2ccc([N+](=O)[O-])cc2)c(OC)c1	-4	-1.4	-5	-1	.	-16	-8	-14	-14
50	CC1CCN(S(=O)(=O)c2ccc(Cl)cc2Br)CC1	6	-0.13	-2	-7	-5	-14	-6	-8	-5
51	[O-]/[N+](=C\c1ccc(F)cc1)c1ccccc1	-3	1	-1	3	8	-22	2	7	-29[20 µM]
52	CC1=C(C(=O)OCC2CCCO2)C(c2ccccc2)NC(=O)N1 (centres undefined)	-3	.	-1	6	-5	-21	-8	5	-35
53	Cc1ccc(C(=O)Nc2ncc(C)s2)o1	1	.	3	1	-10	7	-12	-2	-19[20 µM]
54	O=C(CSCc1ccccc1)Nc1ccc2c(c1)C(=O)NC2=O	-4	0.082	4	-1	-3	-1	-19	0	-13
55	CC1(C)OC(=O)C(=Cc2ccc[nH]2)C(=O)O1	-2	.	2	8	16	-7	-4	2	-13
56	CCCCSc1cnn(-c2ccccc2)c(=O)c1SCCCC	-14	-0.7	-7	-6	1	-9	65*	-4	-17[20 µM]
57	O=C(NC1CCCCC1)C(c1cccnc1)N(C(=O)CCl)c1ccccc1Cl (centres undefined)	5[fluorescence artefact?]	0.15	-25	1	0	-10	-9	-8	-6
58	O=C(NCc1nnc(SCC(=O)N2CCC(Cc3ccccc3)CC2)o1)c1ccco1	-3	-1.2	-13	-7	12	7	-5	3	-19
59	CCOC(=O)c1sc(NC(=O)CSc2n[nH]c(CC)n2)nc1C	-5	-0.82	10	1	-1	-5	1	-1	-4
60	O/N=C(/CCc1ccccc1)c1ccc2c(c1)OCCO2	2	0.9	9	3	-13	5	-14	5	-7
61	CN(C)c1nc(N/N=C/c2c[nH]c3ccccc23)nc(N2CCOCC2)n1	10	-0.61	24	0	.	-19	-9	-1	-20
62	Cc1cc(N2CCN(C(c3ccccc3)c3ccccc3)CC2)n2ncnc2n1	33	.	8	-1	3	3	-3	-7	-22
63	COCn1c(COc2ccccc2)nc2ccccc21	0	-0.97	-5	3	0	-2	-7	-11	-25[20 µM]
64	COc1cccc(C(C(=O)NC(C)(C)C)N(CCC(C)C)C(=O)CCC(=O)Nc2cc(C)on2)c1OC (centres undefined)	4	1	-1	1	.	-4	-2	-4	-16
65	Cc1c(C(=O)Nc2cccc(Cl)c2)c2ccccn2c1CCc1ccncc1	-8	-0.15	-7	2	-15	4	-32	-10	-8
66	O=C(N/N=C/c1c[nH]c2ccccc12)c1cc(-c2ccccc2)n[nH]1	-12	-2.2	-19	4	0	7	-39	-3	11
67	CCCCNc1nc(-c2ccccc2)cc(C(F)(F)F)c1C(N)=O	1	-0.85	-7	6	-7	-10	10	-7	-9[20 µM]
68	CCOc1cccc(/C(O)=C2/C(=O)C(=O)N(CCOC)C2c2ccco2)c1 (centres undefined)	-11	1.2	-1	-4	3	-26	-12	-2	-25[20 µM]
69	O=C(NCC1CCCO1)c1cccc(NC(=O)c2ccco2)c1 (centres undefined)	0	1.3	-11	0	-1	-4	8	2	-13[20 µM]
70	CCN(CC)S(=O)(=O)c1cc(NC(=O)COC(=O)CCC(=O)c2cccs2)ccc1C	-15	-1.5	-14	1	34	2	-9	3	-20
